Source: PubChem BioAssay
CHOP inhibitor: inhibitors of CHOP promoter induction, primary screen, cell-based, unfolded protein response, luciferase reporter; inhibition, % at 10 µM; CHO-K1 CHOP-promoter luciferase, tunicamycin-induced, 15-18 h; actives 3.8% (n = 220,000);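 active = compounds that reduced the stress-induced luciferase reporter signal by more than about 70% of percent inhibition, limit read from the data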;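 also: 0% = tunicamycin plus vehicle and 100% = wells without tunicamycin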
S1P4 antag: S1P4 receptor antagonists, primary screen, cell-based. Sphingosine 1-phosphate receptor 4 (Homo sapiens), O95977. S1P4-expressing cells, antagonist mode, reporter read-out. inhibition, % at 4.98 µM. actives 0.26% (n = 220,000). AID 1510, 2009; in the data active = inhibition above about 29%;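 also: 0% = wells stimulated with agonist and 100% = vehicle wells without agonist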
S1P4 agonist: S1P4 receptor agonists, primary screen, cell-based; Sphingosine 1-phosphate receptor 4 (Homo sapiens), O95977; S1P4-expressing cell line, agonist reporter assay; activation, % at 4.98 µM; actives 0.35% (n = 220,000); in the data active = activation above about 11%;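 also: 0% = DMSO vehicle and 100% = reference agonist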
NPY1 pot ag: NPY-Y1 receptor potentiators or agonists, primary screen, cell-based. Neuropeptide Y receptor type 1 (Homo sapiens), P25929. NPY-Y1 expressing cells, potentiator/agonist activation. activation, % at 3.6 µM. actives 0.37% (n = 220,000); in the data active = activation above about 33%, passing the limit was not always enough;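 also: cells stimulated with NPY at EC10 then isoproterenol at EC100; 0% = low agonist plus stimulus and 100% = saturating agonist plus stimulus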
Target sequence (P25929 whole entry, looked up): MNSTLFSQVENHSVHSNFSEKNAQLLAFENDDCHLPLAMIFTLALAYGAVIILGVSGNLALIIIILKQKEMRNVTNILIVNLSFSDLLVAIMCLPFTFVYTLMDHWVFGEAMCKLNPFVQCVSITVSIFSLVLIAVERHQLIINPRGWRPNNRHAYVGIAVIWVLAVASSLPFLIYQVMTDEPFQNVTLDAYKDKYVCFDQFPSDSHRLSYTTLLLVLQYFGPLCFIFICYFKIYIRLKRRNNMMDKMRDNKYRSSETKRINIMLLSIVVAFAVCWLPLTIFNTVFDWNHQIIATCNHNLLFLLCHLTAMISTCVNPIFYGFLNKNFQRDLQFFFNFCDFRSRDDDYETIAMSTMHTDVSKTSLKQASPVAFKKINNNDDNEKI
NPY-Y1 antag: NPY-Y1 receptor antagonists, primary screen, cell-based; Neuropeptide Y receptor type 1 (Homo sapiens), P25929; HEK293-CNG Y1 cells, membrane potential fluorescence; NPY at EC95, then isoproterenol; inhibition, % at 3.6 µM; actives 1% (n = 200,000); AID 1040, 2008;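 active = inhibition above the campaign mean inhibition of all tested compounds plus 3 SD, cut at about 20% in these data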;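 also: 0% = DMSO wells given NPY plus isoproterenol and 100% = isoproterenol alone without NPY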
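Material: HEK293 Y1/CNG channel cell line; also added: NPY (25 nM), isoproterenol (1 µM), Ro 20-1724 (25 µM); doses: one concentration, 3.6 µM, in 0.4% DMSO; schedule: compound incubation 1 h at room temperature, readout 45 min post-stimulation; technique: membrane potential fluorescence; measure: fluorescence ratio normalized to % inhibition between controls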
Ba/F3 V617F tox: reduced viability of JAK2V617F-dependent Ba/F3 cells, primary screen, JAK2V617F inhibitor project, cell-based, Ba/F3 EpoR-JAK2V617F, luminescence. ATP luminescence. inhibition, % at 5.6 µM. actives 1.1% (n = 220,000). AID 1446, 2008;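 active = inhibition above the campaign mean plus 3 SD over all tested compounds, cut at about 24% in these data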;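 also: cytokine-independent growth of Ba/F3 cells driven by EpoR plus mutant JAK2; 0% = DMSO-treated cells and 100% = JAK inhibitor I control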
NPY2 pot ag: NPY-Y2 potentiators or agonists, primary screen, cell-based; cells expressing NPY-Y2, potentiator/agonist read-out; AID 1359, 2008; Neuropeptide Y receptor type 2 (Homo sapiens), P49146; actives 0.45% (n = 220,000); activation, % at 3.6 µM; in the data active = activation above about 27%;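 also: cells stimulated with NPY near EC25 plus isoproterenol at EC100; 0% = vehicle plus submaximal agonist and 100% = vehicle plus saturating agonist; some results beyond the cut were filed as inactive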
Target sequence (P49146 whole entry, looked up): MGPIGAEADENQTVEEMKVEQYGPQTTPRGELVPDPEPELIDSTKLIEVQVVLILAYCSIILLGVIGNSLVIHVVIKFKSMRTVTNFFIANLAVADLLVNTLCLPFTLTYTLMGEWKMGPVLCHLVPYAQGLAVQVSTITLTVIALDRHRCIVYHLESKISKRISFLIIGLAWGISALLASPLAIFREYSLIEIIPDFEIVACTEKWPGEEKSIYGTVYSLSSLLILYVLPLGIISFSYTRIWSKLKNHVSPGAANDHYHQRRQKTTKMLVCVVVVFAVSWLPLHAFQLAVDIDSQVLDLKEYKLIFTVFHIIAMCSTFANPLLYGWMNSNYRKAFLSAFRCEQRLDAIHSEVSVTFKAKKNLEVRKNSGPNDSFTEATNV
p47phox inh: p47phox/p22phox peptide binding inhibitors, primary screen, biochemical, uHTS, NADPH oxidase regulatory subunit; Neutrophil cytosol factor 1 (Homo sapiens), P14598; fluorescence polarization, 2 h; inhibition, % at 24.7 µM; actives 0.53% (n = 220,000); AID 1274, 2008;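 active = inhibition above about 30%, limit read from the data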;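 also: 0% = p47phox with labelled peptide and 100% = labelled peptide alone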
BaF3 parental: parental Ba/F3 cell viability inhibition, counter-screen for JAK2V617F inhibitor project, murine pro-B, CellTiter-Glo luminescence; CellTiter-Glo ATP luminescence; inhibition, % at 5.6 µM; actives 1.1% (n = 220,000); AID 1486, 2009;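 active = inhibition above a per-campaign cutoff, the mean inhibition of all tested compounds plus 3 SD, cut at about 27% in these data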;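 also: 0% = DMSO wells and 100% = JAK Inhibitor I control wells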
An asterisk follows results filed as active; . = not tested or not shown.

#1 CCC(=O)N1c2ccccc2NC2=C(C(=O)CC(C)(C)C2)C1c1cccnc1 (stereo not given)
#2 N#CC(c1ccc(Cl)cc1)(c1ncc(C(F)(F)F)cc1Cl)N1CCOCC1 (stereo not given)
#3 c1ccc(-c2nc(CSc3nnnn3-c3ccccc3)cs2)cc1
#4 O=C(c1cccs1)C1C(c2ccc(Br)cc2)NC(=S)NC1(O)C(F)(F)F (stereo not given)
#5 COc1ccc(CC(=O)Nc2ccccc2C(=O)N2CCOCC2)cc1OC
#6 Cc1cc(/C=N/NC(N)=O)c(C)n1-c1ccc(F)cc1
#7 c1ccc(Cn2nnc3c(NCc4ccc5c(c4)OCO5)nc(C4CC4)nc32)cc1
#8 C=CCNCCCCOc1c(Cl)cc(C)cc1Br
#9 C/C(=N/N1CCN(Cc2cccc3ccccc23)CC1)c1ccco1
#10 COc1ccc(OC)c(C2CC(=O)N3CN(c4ccccc4)CSC3=C2C#N)c1 (stereo not given)
Screen / compound no.,1,2,3,4,5,6,7,8,9,10
CHOP inhibitor,-19,60,45,26,21,8,-48,-17,13,27
S1P4 antag,0,-19,-22,-6,-6,-1,-11,1,-7,-12
S1P4 agonist,3.5,-0.6,-2.0,1.3,1.8,2.0,2.7,-0.6,-0.4,0.9
NPY1 pot ag,10,-31,-35,0,-10,-6,-7,-35,-5,-9
NPY-Y1 antag,2,8,5,3,-1,15,-3,21*,.,2
Ba/F3 V617F tox,-2,2,-3,2,-2,2,2,-1,-1,-1
NPY2 pot ag,-9,4,-26,12,14,6,-4,-19,-19,13
p47phox inh,-4,-9,-7,8,-8,-6,12,2,-4,-9
BaF3 parental,2,4,5,-12,8,4,3,6,-3,1

Record cards (already shown).
Cc1cc(/C=N/NC(N)=O)c(C)n1-c1ccc(F)cc1 in the list: CHOP inhibitor: 8; S1P4 antag: -1; S1P4 agonist: 2.0; NPY1 pot ag: -6; NPY-Y1 antag: 15; Ba/F3 V617F tox: 2; NPY2 pot ag: 6; p47phox inh: -6; BaF3 parental: 4
C/C(=N/N1CCN(Cc2cccc3ccccc23)CC1)c1ccco1 in the list: CHOP inhibitor: 13; S1P4 antag: -7; S1P4 agonist: -0.4; NPY1 pot ag: -5; NPY-Y1 antag: .; Ba/F3 V617F tox: -1; NPY2 pot ag: -19; p47phox inh: -4; BaF3 parental: -3
c1ccc(-c2nc(CSc3nnnn3-c3ccccc3)cs2)cc1 in the list: CHOP inhibitor: 45; S1P4 antag: -22; S1P4 agonist: -2.0; NPY1 pot ag: -35; NPY-Y1 antag: 5; Ba/F3 V617F tox: -3; NPY2 pot ag: -26; p47phox inh: -7; BaF3 parental: 5

Other results
#11 COc1ccc(-c2noc(CN3CCCC(OCc4ccccn4)C3)n2)cc1 (stereo not given)
#12 Cc1ccc(C2C(C(=O)c3cccs3)=C(O)C(=O)N2c2ccc(S(N)(=O)=O)cc2)cc1 (stereo not given)
#13 Cc1ccc(Cl)c(NC(=O)CCl)c1Cl
#14 Cc1cc(C)cc(OCC(=O)N(Cc2ccc(N(C)C)cc2)C2CCS(=O)(=O)C2)c1 (stereo not given)
#15 Cc1cc(-c2nnc3sc(-c4ccc(Cl)cc4Cl)nn23)n[nH]1
#16 COC(=O)Cn1c2ccc(OC)cc2c2nc3ccccc3nc21
#17 CS(=O)(=O)c1ccc(C(=O)N2CCN(Cc3ccccc3)CC2)cc1
#18 O=C(O)/C=C/c1cccnc1
#19 CCOc1ccc(NC(=O)COc2ccc(C(=O)NC3CCCc4ccccc43)cc2OC)cc1 (stereo not given)
#20 Cc1ccccc1Nc1nc(N)nc(CSc2nnc3sc4ccccc4n23)n1
Screen / compound no.,11,12,13,14,15,16,17,18,19,20
CHOP inhibitor,-1,-1,-24,-14,51,-6,0,3,53,-4
S1P4 antag,-1,-17,-7,-26,2,-1,-4,-3,-11,-4
S1P4 agonist,0.3,1.8,1.6,-0.1,0.3,0.4,-2.2,-0.5,0.0,1.8
NPY1 pot ag,-3,-3,-21,7,-6,19,-18,-3,-4,-31
NPY-Y1 antag,.,.,0,.,5,4,1,.,-2,-5
Ba/F3 V617F tox,3,-3,3,-4,-2,-1,4,2,0,4
NPY2 pot ag,-10,18,-12,15,6,2,-18,-13,0,-19
p47phox inh,-10,-24,1,-35,-4,-1,-8,-7,-41,0
BaF3 parental,-4,1,4,1,13,3,7,-5,2,2

Another view of some results above:
| nr | canonical_smiles | CHOP inhibitor | S1P4 antag | S1P4 agonist | NPY1 pot ag | NPY-Y1 antag | Ba/F3 V617F tox | NPY2 pot ag | p47phox inh | BaF3 parental |
| --- | --- | --- | --- | --- | --- | --- | --- | --- | --- | --- |
| 9 | C/C(=N/N1CCN(Cc2cccc3ccccc23)CC1)c1ccco1 | 13 | -7 | -0.4 | -5 | . | -1 | -19 | -4 | -3 |
| 3 | c1ccc(-c2nc(CSc3nnnn3-c3ccccc3)cs2)cc1 | 45 | -22 | -2.0 | -35 | 5 | -3 | -26 | -7 | 5 |
| 6 | Cc1cc(/C=N/NC(N)=O)c(C)n1-c1ccc(F)cc1 | 8 | -1 | 2.0 | -6 | 15 | 2 | 6 | -6 | 4 |
| 11 | COc1ccc(-c2noc(CN3CCCC(OCc4ccccn4)C3)n2)cc1 (stereo not given) | -1 | -1 | 0.3 | -3 | . | 3 | -10 | -10 | -4 |
| 13 | Cc1ccc(Cl)c(NC(=O)CCl)c1Cl | -24 | -7 | 1.6 | -21 | 0 | 3 | -12 | 1 | 4 |
| 18 | O=C(O)/C=C/c1cccnc1 | 3 | -3 | -0.5 | -3 | . | 2 | -13 | -7 | -5 |

The list goes on.
#21 CC1C/C(=N/NC(=O)c2cccc(F)c2)c2ccc(O)cc2C1 (stereo not given)
#22 CN(C)c1ccc(C2C3=C(CCCC3=O)OC3=C2C(=O)CCC3)cc1
#23 COc1ccc(-c2nnn(CC(=O)N(CC(=O)NC3CCCC3)Cc3ccco3)n2)cc1OC
#24 COc1ccc(-n2c(Cc3cccn3C)nnc2SCC(=O)Nc2ccc3c(c2)OCO3)cc1
#25 O=C(NCCC(c1ccccc1)c1ccco1)c1cccs1 (stereo not given)
#26 O=C(CSc1nnc(NCc2ccccc2)s1)NC1CCS(=O)(=O)C1 (stereo not given)
#27 Cc1ccc(NC(=O)CN(C)Cc2ccc(F)cc2)c([N+](=O)[O-])c1
#28 CCOP(=O)(OCC)C(NC(=O)c1cccs1)C(F)(F)F (stereo not given)
#29 Cc1ccc(S(=O)(=O)N2CCSC2C(=O)O)cc1 (stereo not given)
#30 COc1cc(C(C)=O)ccc1OC(=O)c1cc2cccc(OC)c2oc1=O
Screen / compound no.,21,22,23,24,25,26,27,28,29,30
CHOP inhibitor,5,5,-9,-10,2,10,72*,-5,-10,3
S1P4 antag,-6,-14,10,-14,-16,-10,-19,-12,-14,0
S1P4 agonist,-1.8,-2.3,-2.1,-0.5,1.8,0.1,1.5,2.7,-1.2,14*
NPY1 pot ag,-15,22,-5,-2,24,3,-23,16,0,15
NPY-Y1 antag,0,0,3,4,-1,.,-5,4,0,-1
Ba/F3 V617F tox,-1,-1,1,2,-5,-1,-3,-1,0,0
NPY2 pot ag,6,4,-14,11,-5,1,-1,-3,1,10
p47phox inh,-9,0,-5,-9,-3,-6,4,5,3,-2
BaF3 parental,0,-1,9,5,0,-2,3,3,3,4

#31 O=C(Nc1ccccc1)C1CCCCC1
#32 CCCCCC(=O)N1CCN(c2ccc(C(C)=O)cc2F)CC1
#33 COc1ccc(S(=O)(=O)N2CCC(C(=O)N3CCCC3)CC2)cc1
#34 O=C(CSCc1ccccc1)Nc1ccc(F)c(F)c1
#35 COC(=O)C(C#N)C(=C1C(=O)CC(C)(C)CC1=O)c1ccc(O)cc1 (stereo not given)
#36 NC(=O)c1ccc(Oc2ccc(Cl)cc2)c([N+](=O)[O-])c1
#37 Cc1occc1-c1n[nH]c(=S)n1-c1ccccc1
#38 O=C(CCNC(=O)c1ccc(Cl)cc1)Nc1c(F)c(F)cc(F)c1F
#39 N#C/C(=C\C=C\c1ccccc1[N+](=O)[O-])c1nc(-c2ccc3c(c2)OCO3)cs1
#40 COCCNC(=O)C(=O)Nc1ccc(Br)cc1
Screen / compound no.,31,32,33,34,35,36,37,38,39,40
CHOP inhibitor,16,33,25,37,-26,-6,-6,-27,16,12
S1P4 antag,8,-4,-19,0,-2,-1,-8,-27,-4,-6
S1P4 agonist,2.1,0.7,1.7,-1.1,0.1,2.0,0.9,-0.2,0.1,2.2
NPY1 pot ag,-2,-11,-10,8,7,9,-7,17,-17,1
NPY-Y1 antag,-3,-3,-1,4,0,.,5,0,-2,-2
Ba/F3 V617F tox,-5,-2,-1,-1,0,-2,-2,-2,0,1
NPY2 pot ag,13,-18,-3,18,-7,-11,4,-13,4,-5
p47phox inh,-13,-2,-21,0,-12,-18,0,-3,-16,-1
BaF3 parental,1,3,2,5,0,1,5,8,0,3

#41 Cn1c(=O)c2c(nc(NCc3cccnc3)n2Cc2ccccc2Cl)n(C)c1=O
#42 CC(Sc1nc2ccccc2n1C)C(=O)Nc1ccc(N2CCOCC2)cc1 (stereo not given)
#43 Cc1cc(C(=O)CSc2n[nH]c(N)n2)c(C)n1-c1ccc2c(c1)OCO2
#44 NC(=O)C1CC(=O)N(c2ccc(OCc3ccccc3Cl)cc2)C1 (stereo not given)
#45 CC(C)CN(CC(C)C)C(=O)CS(=O)(=O)Cc1ccccc1
#46 C=CCN1C(=O)/C(=C/c2ccc(OCC(=O)O)cc2)S/C1=N/c1nccs1
#47 CC(C)CNC(=O)C1CCN(c2ccc(S(=O)(=O)N3CCOCC3)cc2Cl)CC1
#48 C=CCOc1cccc(/C=N/NC(=O)C(=O)NCc2ccco2)c1
#49 CNC(=O)N1CCN(C(=O)NC)CC1
#50 O=C(c1ccccc1)c1ccc(C(=O)N2CCN(c3ccc(F)cc3)CC2)o1
Screen / compound no.,41,42,43,44,45,46,47,48,49,50
CHOP inhibitor,-8,9,27,-21,19,17,-22,24,11,52
S1P4 antag,-1,-14,-20,-19,-10,-17,-24,1,-7,-14
S1P4 agonist,0.8,-2.2,1.3,0.8,-1.1,2.1,1.9,-0.1,2.0,-1.5
NPY1 pot ag,-2,-42,16,-4,-10,-35,5,-6,8,-9
NPY-Y1 antag,-4,10,4,-4,-1,5,-2,2,1,-1
Ba/F3 V617F tox,2,5,-3,-2,-2,2,-3,4,-2,-3
NPY2 pot ag,-1,-23,13,2,9,9,-1,5,8,-3
p47phox inh,-38,-2,-9,3,-3,-41,-15,-6,-8,1
BaF3 parental,9,6,3,5,0,10,3,8,3,3
